# Screening results as filed in PubChem BioAssay.
# E-selectin induc = E-selectin induction in HUVECs, primary screen, imaging, HUVEC, immunofluorescence imaging, single point; P16581; normalized: neutral wells 0, TNF-alpha wells 100; activation, % at 7.58 µM; hit rate 0.37% among 260,000; AID 686992, 2013;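 active = mean E-selectin-positive cell signal at least 10% of the positive control, reached in at least 60% of replicates, without over 20% cell loss; inconclusive = no rule given, readout overlaps actives, possibly toxicity-flagged; inactive = the rest, including those meeting only one limit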;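 note: in these data hits start at about 27%; measured in HUVEC primary endothelial cells; signal is the percent of cells scored E-selectin positive by PE staining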
#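 Test system: HUVEC | Signal: Immunofluorescence imaging | Read-out: Percent E-selectin-positive cells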
# ERAP1 inh = human ERAP1 aminopeptidase inhibitors, primary screen, biochemical, single point, plate reader | Endoplasmic reticulum aminopeptidase 1 (Homo sapiens), Q9NZ08 | recombinant ERAP1, Leu-AMC fluorescence, 60 min | inhibition, % at 10.7 µM | hit rate 0.15% among 340,000;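 active = mean replicate inhibition of at least 30%, or all replicates individually reaching that 30% level; inactive = mean below 30% and not every replicate reaching it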;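 note: 0% = neutral control wells and 100% = L-leucinethiol positive control wells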
# miR-122 sensor = miR-122 Renilla sensor signal increase in Huh7, primary screen, miR-122 inhibitor project, cell-based, single point, plate reader; hit rate 0.3% among 340,000; Huh7 miR-122 Renilla luciferase sensor, 48 h; neutral wells = 0, positive control = 100; activation (reporter increase), % at 12.5 µM; AID 602342, 2012;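 active = mean replicate activation score at least 90 and every replicate individually at or above 90; inconclusive = only one of the two criteria met; inactive = neither criterion met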;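 note: higher luciferase means less miR-122 activity so hits act as miR-122 inhibitors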
# RAD52 inh = RAD52 DNA annealing inhibitors, primary screen, biochemical, FRET, single point, set 2; DNA repair protein RAD52 homolog (Homo sapiens), P43351; recombinant RAD52 DNA annealing, FRET fluorescence; inhibition, % at 18.7 µM; hit rate 0.46% among 360,000; AID 651710, 2012;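 active = every replicate showing at least 50% inhibition; inconclusive = mean inhibition at least 50% but not in every replicate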
# PGC1a acetyl inh = inhibitors of PGC1a acetylation signal, primary screen, cell-based, U2OS, AlphaScreen, inhibitor mode | AID 651687, 2012 | inhibition, % at 15.6 µM | hit rate 0.17% among 350,000 | AlphaScreen anti-acetyl-lysine; with virally co-expressed GCN5 acetyltransferase;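 active = every replicate shows inhibition of at least 40%; inconclusive = mean inhibition at least 40% but some replicate below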;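 note: 0% = neutral control wells and 100% = positive control wells; some results beyond the cut were filed as inactive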
# PglD DTNB = C. jejuni PglD acetyltransferase inhibitors, primary screen, biochemical, DTNB colorimetric, single point; purified PglD enzyme, DTNB colorimetric CoA detection; hit rate 0.098% among 360,000; inhibition, % at 12.5 µM; UDP-N-acetylbacillosamine N-acetyltransferase PglD (Campylobacter jejuni); in the data active = inhibition above about 16%, passing the limit was not always enough; inconclusive = no clear call, values can overlap the other calls; note: strong numbers were not always called active
# Cneo AK release = Cryptococcus neoformans cell lysis inducers, primary screen, AK release luminescence, single concentration; C. neoformans lysis, adenylate kinase release luminescence, 4 h; normalised: neutral wells 0, clomiphene wells 100; lysis activity, % at 15 µM; hit rate 0.2% among 360,000; AID 651654, 2012;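 active = mean lysis activity across replicates of at least 80%, whatever share of replicates individually reach that level; inactive = mean lysis activity below 80%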
#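 Assay system: log-phase C. neoformans yeast / Quantity: yeast cell density of 5 × 10^6 cells/mL / Medium: fresh YPD growth medium / Compound: single dose / Timing: static 4 h at 37 °C with compound, 1 h detection / Measured by: adenylate kinase release luminescence / Read-out: lysis from increased AK signal / Benchmarks: Clomiphene as positive lysis control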
# RAD54 inh = inhibitors of human RAD54 branch migration, primary screen, biochemical, fluorescence, single point; hit rate 0.14% among 360,000; AID 602329, 2012; RAD54 Holliday junction branch migration, FAM/BHQ fluorescence; inhibition, % at 10.4 µM;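 active = mean normalized replicate activity at least 40 and at least half of replicates scoring 40 or more; inconclusive = only one of the two criteria met; inactive = mean below 40 and under half of replicates reaching 40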;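 note: 0% = median of neutral control wells and 100% = median of positive control wells; inhibitors cause a drop in the FAM fluorescence signal; in these data hits start at about 50%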
# Target sequence (Q92698 whole entry, looked up): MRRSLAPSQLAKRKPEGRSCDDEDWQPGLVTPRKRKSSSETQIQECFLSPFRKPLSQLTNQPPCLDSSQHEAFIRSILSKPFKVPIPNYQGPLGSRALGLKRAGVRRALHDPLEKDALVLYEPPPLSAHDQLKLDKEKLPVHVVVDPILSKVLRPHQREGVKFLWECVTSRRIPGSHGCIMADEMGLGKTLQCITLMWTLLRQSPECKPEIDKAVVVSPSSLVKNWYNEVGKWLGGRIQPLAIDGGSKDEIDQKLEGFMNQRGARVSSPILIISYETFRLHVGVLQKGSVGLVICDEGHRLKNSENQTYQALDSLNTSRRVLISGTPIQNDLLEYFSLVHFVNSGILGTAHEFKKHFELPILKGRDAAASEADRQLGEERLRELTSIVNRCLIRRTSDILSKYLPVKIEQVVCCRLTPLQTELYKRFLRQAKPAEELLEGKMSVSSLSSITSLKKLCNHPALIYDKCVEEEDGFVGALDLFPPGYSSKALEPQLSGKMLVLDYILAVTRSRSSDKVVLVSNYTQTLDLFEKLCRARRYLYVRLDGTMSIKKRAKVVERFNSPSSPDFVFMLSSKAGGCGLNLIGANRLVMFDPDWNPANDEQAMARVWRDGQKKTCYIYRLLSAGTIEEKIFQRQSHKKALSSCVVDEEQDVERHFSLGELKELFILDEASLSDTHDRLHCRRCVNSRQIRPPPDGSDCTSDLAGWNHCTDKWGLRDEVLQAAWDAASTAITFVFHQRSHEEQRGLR
# The depositor's hits bear a star; ? = inconclusive; . = no result given; [ ] = another dose, or the depositor's remark. Rows are unselected; overall some 1.4% were active at least once.
entry	smiles	E-selectin induc	ERAP1 inh	miR-122 sensor	RAD52 inh
1	COc1ccc(CCNC(=O)CN(c2ccccc2OC)S(C)(=O)=O)cc1OC	.	-5	-3	-8
2	O=C1CCCC2=C1C1(CCCC1)N=C(Nc1nc3cc(-c4ccccc4)ccc3o1)N2	0.0	-1	1	-19
3	C[C@H]1CN([C@@H](C)CO)C(=O)CCCn2cc(nn2)CO[C@@H]1CN(C)Cc1ccc(C(=O)O)cc1	0.0	0	.	-11
4	Cc1ccc(S(=O)(=O)N(C)C[C@@H]2OCCCC[C@H](C)Oc3ccc(NC(=O)CCC(F)(F)F)cc3C(=O)N([C@H](C)CO)C[C@@H]2C)cc1	.	0	-1[16.7 µM]	12
5	COC(=O)[C@@H]1[C@@H](CO)[C@@H]2Cn3c(cccc3=O)[C@@H]2N1C(=O)C1CCC1	0.3	-1	-2[16.7 µM]	4
6	Cc1ccc(S(=O)(=O)N(C)C[C@H]2Oc3ccc(N(C)C)cc3CC(=O)N([C@H](C)CO)C[C@@H]2C)cc1	0.2	-1	3[16.7 µM]	12
7	CO[C@@H]1CN(C)C(=O)c2cc(NC(=O)Cc3ccccc3)ccc2OC[C@H](C)NC[C@@H]1C	-0.1	.	.	-5
8	CCCCn1c(-c2cccc(Br)c2)nc2cc3[nH]c(=O)c(C(C)C)nc3cc21	1.0	1	6	-20

entry	PGC1a acetyl inh	PglD DTNB	Cneo AK release	RAD54 inh
1	16	0	1	9
2	-4	-2	-1	17
3	4	.	.	.
4	-9	-11	6	-10
5	.	-1	-3	1
6	-4	2	2	-8
7	1	-3	0	1
8	11	6	5	3

# The list continues:
entry	smiles	E-selectin induc	ERAP1 inh	miR-122 sensor	RAD52 inh
9	Cc1ccc(S(=O)(=O)Nc2ccc3ccccc3n2)cc1	.	1	-23	1
10	NC(=O)c1cn(-c2ccccc2)nc1-c1cccnc1	.	.	-8	.
11	COC(=O)[C@H](CCSC)NC(=O)Nc1ccc(S(N)(=O)=O)cc1	2.9	-1	-2	-14
12	COc1ccccc1N(CC(=O)N1CCCCCC1)S(=O)(=O)c1ccc(C)cc1	-0.2	3	41	-9
13	COc1ccccc1Oc1coc2c(CN(C)C)c(O)ccc2c1=O	.	.	-7	.
14	O=C(c1ccc2c(=O)n3c(nc2c1)CCC3)N1CCN(S(=O)(=O)c2cccc(F)c2)CC1	0.2	2	.	-9
15	N#CCOc1ccccc1CNC[C@H]1O[C@@H](n2cnc(C(N)=O)n2)[C@H](O)[C@@H]1O	-0.2	-7	-1	0
16	CCOc1ccc(N=C2C(=O)N(CN3CCOCC3)c3ccccc32)cc1	.	.	5	.

entry	PGC1a acetyl inh	PglD DTNB	Cneo AK release	RAD54 inh
9	5	-2	0	3
10	-2	1	23	1
11	15	5	6	-4
12	3	7	-1	4
13	5	2	2	-5
14	.	5	-3	3
15	10	0	-3	-6
16	7	0	-1	10

# Further structures follow.
entry	smiles	E-selectin induc	ERAP1 inh	miR-122 sensor	RAD52 inh
17	O=C(NCC[C@H]1CC[C@H](NS(=O)(=O)Cc2ccccc2)[C@@H](CO)O1)C1CCCC1	0.1	0	-11[16.7 µM]	-1
18	COc1ccc(-c2ccc([C@@H]3[C@H]4CN(C(=O)NC(C)C)CCCCN4[C@H]3CO)cc2)cc1	0.3	2	3[16.7 µM]	-15
19	CCCCC(O)(CCCC)C(=O)NN(C(=O)OC)c1ccc(C)cc1	.	-2	.	-1
20	Cc1nc(C(=O)N2CCC(C)(C(=O)NS(=O)(=O)C3CC3)C2)c(C)o1 (configuration not stated)	0.0	-2	-4	-4
21	Cc1cccc2cc(CN(Cc3nnnn3C3CCCC3)C3CCCCC3)c(=O)[nH]c12	.	.	-2	.
22	Cc1cccc(S(=O)(=O)NC(=O)C2(C)CCN2C(=O)Cc2ccc(C(C)(C)C)cc2)c1 (configuration not stated)	0.0	-8	.	8
23	COc1cc(S(=O)(=O)NCC2CCCO2)c(OC)cc1Cl (configuration not stated)	.	.	39	.
24	Cc1ccc(C)c(C(=O)CN2C3=NCCCN3c3ccccc32)c1	.	.	-5	.

entry	PGC1a acetyl inh	PglD DTNB	Cneo AK release	RAD54 inh
17	7	0	0	-6
18	-11	9	-1	6
19	-18	2	1	6
20	4	0	3	-9
21	-9	-2	-1	-1
22	.	3	7	-26
23	-8	1	-3	11
24	0	1	0	-5

# More results
entry	smiles	E-selectin induc	ERAP1 inh	miR-122 sensor	RAD52 inh
25	O=C(CSc1nnc2ccccn12)Nc1ccccc1C(=O)O	-2.2	2	.	-10
26	C[C@H](CO)N1C[C@H](C)[C@H](CN(C)C)Oc2c(NC(=O)CCCCCC(=O)Nc3ccccc3N)cccc2C1=O	?	0	.	14
27	O=C(NCc1ccc(Cl)cc1)c1ccc(CNc2c(N3CCCC3)c(=O)c2=O)cc1	0.6	-4	8	-13
28	CCOC(=O)N1CCN(C(=O)COC(=O)CNC(=O)c2ccc(C)cc2)CC1	.	0	-3	-8
29	CCOC(=O)N1CCC(N2C(=O)c3ccccc3C2Nc2ccc3c(C)cc(=O)oc3c2)CC1 (configuration not stated)	0.0	-183	0	-7
30	COc1ccc(NC(=O)N(C)C[C@@H]2Oc3ccc(NS(=O)(=O)c4ccc(Cl)cc4)cc3CC(=O)N([C@@H](C)CO)C[C@H]2C)cc1	1.3	1	-2[16.7 µM]	-11
31	O=C(C[C@H]1CC[C@H](NS(=O)(=O)c2ccccc2)[C@@H](CO)O1)NCc1ccccc1F	-0.6	-1	.	-9
32	CNC(=O)c1nnc(Cc2ccc(F)cc2)o1	0.0	.	1	-35

entry	PGC1a acetyl inh	PglD DTNB	Cneo AK release	RAD54 inh
25	-4	.	.	.
26	4	.	.	.
27	-9	.	.	.
28	-7	2	1	-5
29	1	2	0	-17
30	-3	5	3	8
31	-22	2	3	-2
32	7	.	2	-3

# In a second layout: 2 of the compounds above.
# Second line of a record: E-selectin induc | ERAP1 inh | miR-122 sensor | RAD52 inh | PGC1a acetyl inh | PglD DTNB | Cneo AK release | RAD54 inh
6) Cc1ccc(S(=O)(=O)N(C)C[C@H]2Oc3ccc(N(C)C)cc3CC(=O)N([C@H](C)CO)C[C@@H]2C)cc1
→ 0.2 | -1 | 3[16.7 µM] | 12 | -4 | 2 | 2 | -8
7) CO[C@@H]1CN(C)C(=O)c2cc(NC(=O)Cc3ccccc3)ccc2OC[C@H](C)NC[C@@H]1C
→ -0.1 | . | . | -5 | 1 | -3 | 0 | 1

# Filtered by structure: the compounds so far containing an aryl methoxy group.
entry	smiles	E-selectin induc	ERAP1 inh	miR-122 sensor	RAD52 inh
1	COc1ccc(CCNC(=O)CN(c2ccccc2OC)S(C)(=O)=O)cc1OC	.	-5	-3	-8
12	COc1ccccc1N(CC(=O)N1CCCCCC1)S(=O)(=O)c1ccc(C)cc1	-0.2	3	41	-9
13	COc1ccccc1Oc1coc2c(CN(C)C)c(O)ccc2c1=O	.	.	-7	.
18	COc1ccc(-c2ccc([C@@H]3[C@H]4CN(C(=O)NC(C)C)CCCCN4[C@H]3CO)cc2)cc1	0.3	2	3[16.7 µM]	-15
23	COc1cc(S(=O)(=O)NCC2CCCO2)c(OC)cc1Cl (configuration not stated)	.	.	39	.
30	COc1ccc(NC(=O)N(C)C[C@@H]2Oc3ccc(NS(=O)(=O)c4ccc(Cl)cc4)cc3CC(=O)N([C@@H](C)CO)C[C@H]2C)cc1	1.3	1	-2[16.7 µM]	-11

entry	PGC1a acetyl inh	PglD DTNB	Cneo AK release	RAD54 inh
1	16	0	1	9
12	3	7	-1	4
13	5	2	2	-5
18	-11	9	-1	6
23	-8	1	-3	11
30	-3	5	3	8
